# Screening data deposited in PubChem by National Center for Advancing Translational Sciences (NCATS).
# EPAC2 antag: antagonists of human EPAC2; Potency, µM (highest dose often 114 µM), for inactives: top-dose activity, negative = inhibition, usual class: inhibitors; hit rate 0.18% among 360,000; EPAC2 GEF exchange of Rap1B-BODIPY-GDP, fluorescence; AID 720708; Q8WZA2; further: potency means the concentration at half of the fitted maximal effect; on the % scale 0 is the no-effect control and ±100 the full control effect; nearly all actives have a fitted effect of over 45% in size; many of its hits are not listed in these tables
# Target sequence (Q8WZA2 whole entry, looked up): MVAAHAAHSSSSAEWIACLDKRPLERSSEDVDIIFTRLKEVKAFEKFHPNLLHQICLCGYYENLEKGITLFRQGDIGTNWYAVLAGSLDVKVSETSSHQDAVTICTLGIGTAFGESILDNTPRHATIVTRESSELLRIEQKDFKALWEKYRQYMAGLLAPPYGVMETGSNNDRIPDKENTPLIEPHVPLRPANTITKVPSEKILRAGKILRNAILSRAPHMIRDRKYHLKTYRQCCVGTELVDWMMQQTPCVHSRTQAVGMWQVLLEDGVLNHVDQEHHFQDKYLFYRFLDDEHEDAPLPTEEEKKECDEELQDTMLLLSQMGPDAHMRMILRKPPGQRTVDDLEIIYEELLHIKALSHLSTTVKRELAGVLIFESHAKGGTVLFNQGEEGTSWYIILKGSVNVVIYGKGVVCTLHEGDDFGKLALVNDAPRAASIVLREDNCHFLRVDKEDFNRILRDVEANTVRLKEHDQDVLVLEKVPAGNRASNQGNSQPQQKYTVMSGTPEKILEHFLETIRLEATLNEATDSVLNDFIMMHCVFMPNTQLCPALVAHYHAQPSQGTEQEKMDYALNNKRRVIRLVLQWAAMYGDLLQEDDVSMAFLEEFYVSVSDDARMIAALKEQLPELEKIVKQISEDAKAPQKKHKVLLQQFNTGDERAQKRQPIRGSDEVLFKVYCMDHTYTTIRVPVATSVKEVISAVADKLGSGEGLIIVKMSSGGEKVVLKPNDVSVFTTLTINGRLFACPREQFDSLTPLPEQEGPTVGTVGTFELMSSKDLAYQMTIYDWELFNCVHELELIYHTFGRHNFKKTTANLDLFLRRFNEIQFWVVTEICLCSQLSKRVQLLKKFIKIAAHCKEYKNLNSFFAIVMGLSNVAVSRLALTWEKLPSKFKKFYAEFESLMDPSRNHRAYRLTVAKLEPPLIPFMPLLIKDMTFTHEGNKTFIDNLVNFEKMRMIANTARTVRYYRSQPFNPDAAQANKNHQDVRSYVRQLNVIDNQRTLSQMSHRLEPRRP
# Nrf2 block: Nrf2 pathway inhibition | hit rate 2.1% among 360,000 | Potency, µM (doses to about 46 µM), for the others: at the highest dose activity change, negative = inhibition, usual class: inhibitors | A549 ARE-Fluc reporter, luciferase luminescence, 18-24 h | AID 504444; further: potency means the concentration at half of the fitted maximal effect; on the % scale 0 is the no-effect control and ±100 the full control effect; nearly all actives have a fitted effect of over 60% in size
#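 Cells were seeded and rested 2 h, then exposed to compounds for 18-24 h. CellTiter-Fluor was read first as a viability measure. BugLite was added 15 min before the final luminescent read of ARE-luciferase activity in A549 cells.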
# A549 viability: A549 cytotoxicity, counter-screen for Nrf2 inhibitors; AID 504648; Potency, µM (titrated, usually from 46 µM), for the others: top-dose activity change, negative = cytotoxicity, usual class: inhibitors; hit rate 0.16% among 390,000; A549 ARE-Fluc cells, CellTiter-Fluor viability, 18-24 h; further: potency means the concentration at half of the fitted maximal effect; on the % scale 0 is the no-effect control and ±100 the full control effect
#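 A549 ARE_Fluc cells in 5% FBS OPTI-MEM were exposed to compounds in concentration-response for 18-24 h at 37 deg C. Viability was read by CellTiter-Fluor fluorescence (Ex 405/Em 525) after 30 min, before the luciferase read.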
# CCT modulator: modulators of cytosolic chaperonin (CCT/TRiC) activity; purified chaperonin ATPase assay, HTRF ADP detection, 30 min; activity change, % (no concentration beside the values), hits read low; hit rate 0.3% among 360,000; AID 651819; in the data active means activity change below about -30%; further: on the % scale 0 is the no-effect control and ±100 the full control effect
#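 TRiC (40 or 20 nM final, by batch activity) in 30 mM Tris pH 7.4, 100 mM KCl, 5 mM MgCl2, 1 mM DTT was treated with compound at 76 uM single dose, then 10 uM ATP, 30 min at 37 °C. ADP was read by HTRF Transcreener.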
# Mm-Cpn inhibitor: inhibitors of Methanococcus maripaludis chaperonin (MmCpn); purified Mm-Cpn ATPase, ADP Transcreener TR-FRET; Potency, µM (series often up to 76.9 µM), for inactives: top-dose activity, negative = inhibition, most hits filed as inhibitors; hit rate 0.031% among 330,000; AID 504842; further: potency means the concentration at half of the fitted maximal effect; on the % scale 0 is the no-effect control and ±100 the full control effect; nearly all actives have a fitted effect of over 80% in size
#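 Purified archaeal Mm-CPN (25nM final) preincubated 10 min at 37degC with compound, then 10uM ATP for 30 min at 37degC; ADP measured by HTRF Transcreener TR-FRET; buffer 30 mM TRIS pH 7.4, 100mM KCl, 5mM MgCl2, 1mM DTT.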
# TGFb inhibitor: inhibitors of TGF-b signaling; HepG2 CAGA-GFP TGF-b/SMAD3 reporter, GFP fluorescence, 18 h; TGF-beta stimulated, 500 pg/mL final; Potency, µM (doses to about 46.1 µM), without a hit: at the top dose activity, negative = inhibition, actives largely listed as inhibitors; hit rate 1.2% among 410,000; AID 588855; further: potency means the concentration at half of the fitted maximal effect; on the % scale 0 is the no-effect control and ±100 the full control effect; nearly all actives have a fitted effect of over 65% in size
#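 GFP signal (ex488/em500-530) from TGF-beta-stimulated HEPG2 CAGA-GFP cells, 500 pg/mL final, 18 h at 37 degrees C in DMEM plus 1% FBS, normalized to unstimulated and DMSO-stimulated controls.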
# Akt phos inh: Akt phosphorylation inhibition; Neuro2A IGF-stimulated pAkt S473 HTRF, 20 min; active compounds read low; activity change, % for hits at 50 µM; hit rate 0.32% among 360,000; in the data active means activity change below about -80%; inconclusive means mostly about -51% to -80%; further: on the % scale 0 is the no-effect control and ±100 the full control effect
#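 Neuro2A cells (4,500/well, DMEM with 0.5% FBS) were treated with compound at a single 50 µM final concentration, stimulated with 6 nM IGF for 20 min at 37 °C, and lysed. Phospho-Akt Ser473 was read by HTRF as 665/615 ratio ×10^4.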
# EPAC2 ag: agonists of human EPAC2 (RAPGEF4); AID 720711; Potency, µM (highest dose often 154 µM), for inactives: at the top dose activation, most hits filed as activators; hit rate 0.079% among 360,000; EPAC2 activation, biochemical qHTS; response scale: 100% = 6.5 mM cAMP response; Q8WZA2; further: potency means the concentration at half of the fitted maximal effect; nearly all actives have a fitted effect of over 50% in size
#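 Fluorescence exchange assay: 100 nM EPAC2 with 250 nM RAP1B-BODIPY-GDP and 50 uM GDP; compounds tested as a concentration-titration series (qHTS). Loss of Rap1-bound BODIPY-GDP fluorescence read at 480/540 nm; data normalized to 6.5 mM cAMP.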
# Nrf2 activator: activators of Nrf2 (ARE) signaling. AREc32 ARE-luciferase reporter (MCF7-derived line), luminescence, 24 h. AID 624171. Potency, µM (titrated, usually from 46.1 µM), for the others: at the top dose activation, most hits filed as activators. hit rate 0.31% among 410,000; further: potency means the concentration at half of the fitted maximal effect; % of control where 0% means no effect; nearly all actives have a fitted effect of over 65% in size
#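 Steps: seed AREc32_Fluc cells (1000/well, 5% FBS OPTI-MEM); incubate overnight at 37 deg C; add 23 nL compound; incubate 24 hr; add Steady-Glo; hold 30 min RT; read luminescence.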
# Starred values were filed as active, the others as inactive; i = inactive; ? = inconclusive; . = not tested or not shown; & = joins results of further samples; [ ] = remark or other dose. Unless noted, the call rests on the fitted dose curve; in most records, active means well fitted curve in the direction sought with a large enough effect; inconclusive means small, poorly fitted or top-dose-only effect, or another doubt; inactive means no such curve, though single readings can be large; an effect the other way counts as inactive or inconclusive.
SMILES,EPAC2 antag,Nrf2 block,A549 viability,CCT modulator,Mm-Cpn inhibitor,TGFb inhibitor,Akt phos inh,EPAC2 ag,Nrf2 activator
COc1ccc(OCCCC(=O)Nc2ccc3c(c2)OCCO3)cc1,-2%,11%,-1%,-0.8,-1%,0%,i,-19%,4.7%
CC1(C(=O)Nc2ccc(Cl)c(C(F)(F)F)c2)Cc2c(-c3ccc4c(c3)OCO4)ccnc2O1 (centres undefined),-25%,.,.,-4.5,.,?,.,6%,3.8%
CCCOc1ccc(C(=O)NCCO)cc1,-7%,-11%,-12%,-2.4,1%,-2%,i,14%,2.2%
COc1ccc(/C=N/NC(=O)Cc2csc(Nc3cccc(C(F)(F)F)c3)n2)c(OC)c1,-7%,?,-6%,3.1,-3%,?,i,1%,-0.1%
Cc1cc(/C=N/NC(N)=S)c(C)n1-c1cccc(Cl)c1,-11%,15%,-4%,-3.0,?,11µM*,i,13%,4.9%
O=C1c2cccc3c([N+](=O)[O-])ccc(c23)C(=O)N1CCc1ccccn1,6%,3%,1%,-0.5,1%,-19%,i,6%,?
CCOc1ncccc1C(=O)NNC(=O)c1csc(N2CCOCC2)n1,25%,-14%,10%,13,1%,-1%,i,0%,0.1%
COc1ccc(CCNC(=O)CSCc2nc(-c3ccc(OC)c(OC)c3)oc2C)cc1OC,.,?,-4%,.,.,-18%,.,.,4.7%
CCOC(=O)C1=C(C)N(c2ccc(C)c(C)c2)C(=O)/C1=C\c1ccco1,-14%,-19%,-14%,-8.9,-1%,9%,i,8%,0.9%
COc1cccc2c1cc1c(=O)n(CC(=O)NCCCN3CCCCC3)nc(C)n12,1%,3%,-1%,-0.1,-1%,-6%,i,-1%,-0.3%
Cc1nc(N)nc(-c2ccccc2O)n1,1%[57.1 µM],-1%,-9%,-10,-2%,0%,i,-4%,2.4%
Clc1ccc(OCCn2ccnc2)cc1Cl,-3%,-5%,2%,-2.3,0%,-9%,i,5%,-0.2%
CCOCCOC(=O)c1ccc(NC(=O)C2COc3ccccc3O2)cc1 (centres undefined),-21%,6%,8%,-0.7,-2%,?,i,2%,0.0%
Cc1cccc(-n2ncc(C(=O)NC3CCCC3)c2C2CCN(C(=O)OC(C)(C)C)CC2)c1,2%,-30%,1%,0.7,1%,-2%,i,-11%,-0.1%
Cc1ccc(CNC(=O)C2CCC(=O)N(Cc3ccc(Cl)cc3)C2)cc1F (centres undefined),-3%,?,?,-1.8,-1%,-25%,i,-3%,-0.2%
CC(C)(C)c1ccc(OCCCCCCN2CCNCC2)cc1,2%,5%,-12%,-1.7,.,?,i,16%,5.8%
CCCc1nc2ccccc2n1CC(O)COc1ccc(C(=O)OC)cc1 (centres undefined),.,-2%,0%,.,.,?,.,.,7.7%
CC(=O)c1ccc(S(=O)(=O)NC2CC(=O)N(c3ccc(C)cc3)C2)cc1 (centres undefined),28%,-10%,-14%,-1.8,-1%,?,i,4%,-0.3%
O=C(COC(=O)CN1C(=O)c2cccc([N+](=O)[O-])c2C1=O)NC1CCS(=O)(=O)C1 (centres undefined),13%,0%,-2%,-0.9,-3%,-4%,i,6%,0.3%
COC(=O)c1nnn(-c2cc(Cl)cc(Cl)c2)c1C(=O)OC,-8%,15%,2%,0.0,1%,-19%,i,-6%,-0.8%

# Profiles, looked up by structure. Order of values: EPAC2 antag | Nrf2 block | A549 viability | CCT modulator | Mm-Cpn inhibitor | TGFb inhibitor | Akt phos inh | EPAC2 ag | Nrf2 activator
# `CC(C)(C)c1ccc(OCCCCCCN2CCNCC2)cc1` is listed as 2% | 5% | -12% | -1.7 | . | ? | i | 16% | 5.8%
# `COc1ccc(/C=N/NC(=O)Cc2csc(Nc3cccc(C(F)(F)F)c3)n2)c(OC)c1` is listed as -7% | ? | -6% | 3.1 | -3% | ? | i | 1% | -0.1%
# `COc1cccc2c1cc1c(=O)n(CC(=O)NCCCN3CCCCC3)nc(C)n12` is listed as 1% | 3% | -1% | -0.1 | -1% | -6% | i | -1% | -0.3%

# Carrying on:
SMILES,EPAC2 antag,Nrf2 block,A549 viability,CCT modulator,Mm-Cpn inhibitor,TGFb inhibitor,Akt phos inh,EPAC2 ag,Nrf2 activator
O=C(Nc1ccccc1Cl)C1CCN(c2nc3ccccc3nc2C(F)(F)F)CC1,.,-32%,-4%,.,.,?,.,.,0.0%
COC(=O)C(NC(C)=O)(Nc1nc2ccc(S(C)(=O)=O)cc2s1)C(F)(F)F (centres undefined),2%,-11%,1%,-3.6,-1%,4%,i,19%,-0.1%
COc1cc(CC(=O)Nc2nccs2)cc(OC)c1OC,15%,-18%,-6%,0.2,0%,-5%,i,-4%,-1.0%
CCOC(=O)c1c(C)[nH]c(C(=O)CSc2nccc(C)n2)c1C,5%,?,4%,-0.4,-4%,3%,i,7%,2.2%
Cc1ccccc1NC(=O)c1ccc(OCc2c(C)noc2C)cc1,7%,-17%,1%,0.5,1%,?,i,0%,-0.1%
Cc1ccc(NC(=O)C2CC(=O)N(c3ccc4c(c3)OCCO4)C2)nc1 (centres undefined),3%,1%,-5%,-0.8,-4%,-12%,i,-2%,-0.8%
CCCc1cc(=O)[nH]c2nnc(SCC(=O)Nc3cccc(NC(C)=O)c3)n12,-3%,20%,11%,-2.0,1%,-9%,i,12%,1.2%
COc1ccc(CN2C(=O)c3ccccc3C2=O)cc1C(=O)N(C)CC(=O)Nc1c(C)cccc1C,-7%,-8%,1%,-1.3,-1%,-4%,i,-7%,0.1%
CCc1ccc(NC(=O)N2CCCCCC2)cc1,5%,?,-2%,-0.3,-2%,6%,i,4%,-0.6%
CCN1CCN(CC(=O)n2c3c(c4ccccc42)CC(C)CC3)CC1 (centres undefined),-1%,.,16%,2.0,0%,-7%,i,-2%,4.1%
O=C(c1ccc2nc(N3CCCCC3)sc2c1)N1CCN(c2ccccn2)CC1,14%,10%,0%,-1.2,-2%,-28%,i,1%,-0.6%
Cc1ccc(/C=N/c2sc3c(c2C#N)CCC3)o1,-4%,.,1%,-3.6,-1%,6%,i,5%,?
CC1(C)O[C@@H]2[C@H](O1)[C@@H](COS(=O)(=O)O)O[C@H]2n1cnc2c(=O)[nH]cnc21,2%,21%,0%,1.2,-1%,8%,i,15%,-0.5%
CCOc1ccc(-c2oc3ccccc3c(=O)c2O)cc1OCC,.,-1%,-2%,.,.,?,.,.,0.3%
CCCCN1C(=O)C2C3C=CC(C2C1=O)C1C2C(=O)N(CCCC)C(=O)C2C31 (centres undefined),9%,6%,-2%,-3.0,3%,-12%,i,0%,-1.5%[9.22 µM]
Cn1ccc(NS(=O)(=O)c2cc(Br)ccc2Br)n1,0%,-7%,-6%,-1.4,?,-9%,i,4%,0.2%
Cc1ccccc1C(=O)NC(CC(C)C)C(=O)NN1C(=O)c2ccccc2C1=O (centres undefined),-9%,0%,3%,1.4,-1%,7%,i,0%,-0.1%
COC(=O)CCCNC(=O)CC1C(=O)NCCN1Cc1ccoc1 (centres undefined),-2%,14%,0%,1.3,1%,-3%,i,6%,-0.1%
COc1ccccc1C(=O)N/C(=C\c1cn(C)c2ccccc12)C(=O)NCCCn1ccnc1,1%,-5%,-4%,-3.4,0%,7%,i,4%,4.2%
CN(C)c1ccc(CNC(=O)Cn2c(-c3cccs3)cc3cc(Cl)ccc32)cc1,.,-8%,1%,.,.,-25%,.,.,-0.6%
CCOC(=O)N1CCN(C(=O)c2cnn(-c3ccccc3)c2NC(=O)c2ccccc2F)CC1,5%,-9%,-6%,-3.7,.,1%,i,1%,-0.6%
CC1CCCCC1NC(=O)CO/N=C/c1ccc(OC(F)F)cc1 (centres undefined),14%,-14%,5%,1.2,-1%,2%,i,8%,0.1%
CC(C)OCP(=O)(c1ccccc1)c1ccccc1,19%,?,1%,-3.0,-3%,-4%,i,5%,-0.5%
Cc1cc(C)c(NC(=O)CC(C)(C)C)c(Cl)c1,-5%,.,-11%,1.2,1%,-1%,i,5%,0.1%
Cc1ccc(S(=O)(=O)N2CCC(C(=O)NC3CCCC3)CC2)cc1Cl,4%,-7%,9%,-2.0,1%,?,i,14%,0.3%
COc1ccc(C(=O)c2sc3nc(C)cc(-c4cccs4)c3c2N)cc1OC,80%[activator],10µM*,4%,1.5,-20%,-8%,i,3%,-0.1%
COC(=O)Nc1ccccc1C(=O)N1CCCCC1,2%,-2%,-18%,-0.9,-1%,34%[activator],.,4%,-0.1%
COc1ccc(N2CCN(S(=O)(=O)c3ccc4c(c3)CCCC4)CC2)c([N+](=O)[O-])c1,-1%,?,-20%,2.1,0%,-27%,i,4%,-0.1%
COc1cc(NC(=O)c2cccc3c2C(=O)N(C2CCCCC2)C3)cc(OC)c1,.,0%,0%,.,.,-2%,.,.,-0.2%
CCN(CC)S(=O)(=O)c1cc(NC(=O)CN2CCN(c3ccccn3)CC2)ccc1C,5%,?,-4%,-0.3,-4%,-6%,i,3%,-0.3%
CCOc1ccc(NS(=O)(=O)c2ccc3[nH]cc(C(=O)NCc4ccco4)c(=O)c3c2)cc1,.,?,-2%,.,.,-26%,.,.,7.4%
COc1ccc(CN2C(=O)C(C)Nc3ncnc(N4CCN(c5ccccc5)CC4)c32)cc1 (centres undefined),-14%&-2%,3%,0%,-4.6&-0.2,-21%,-5%&-24%,i,17%&7%,6.6%&2.9%
O=C(NCC1CCCCC1)C1(CC2CC(c3ccc(Cl)cc3)=NO2)CCNCC1 (centres undefined),9%,?,2%,-5.7,0%,?,i,-4%,-3.8%

# This is a subset; rates above refer to the full screens.
